rTrxR1 inhibitor = inhibitors of rat thioredoxin reductase 1. actives 1% (n = 390,000). recombinant rTrxR1, NADPH fluorescence consumption, selenite substrate. AID 588453. Potency, µM (highest dose often 114 µM), for the others: top-dose activity change, negative = inhibition, actives largely listed as inhibitors; note: potency is the fitted concentration of half-maximal effect; % is set by controls: 0 for no effect and ±100 for the full control effect; nearly all actives have a fitted effect of over 65% in size
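Rat TrxR1 (90 nM in the dispensed reagent) was pre-reduced with 400 uM NADPH for 5 min at room temperature, then incubated with compound for 15 min. After 400 uM selenite was added, NADPH fluorescence (Ex 340/Em 450 nm) was followed for 8 min.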
Pin1 inh = human Pin1 inhibition | Q13526 | Pin1 FP peptide displacement, HiFluor488, 10 min | Potency, µM (titrated, usually from 115 µM), without a hit: at the highest dose activity, negative = inhibition, most hits filed as inhibitors | actives 0.009% (n = 390,000); active = well fitted inhibition curve with a large enough effect in the polarisation, with a control signal flat, not every such curve was filed as active; inconclusive = small, poorly fitted or top-dose-only effect, or effect the other way, or a change in a side signal; inactive = no such curve, though single readings can be large or run the other way; the % refers to the polarisation; note: potency is the fitted concentration of half-maximal effect; % is set by controls: 0 for no effect and ±100 for the full control effect
Target sequence (Q13526 whole entry, looked up): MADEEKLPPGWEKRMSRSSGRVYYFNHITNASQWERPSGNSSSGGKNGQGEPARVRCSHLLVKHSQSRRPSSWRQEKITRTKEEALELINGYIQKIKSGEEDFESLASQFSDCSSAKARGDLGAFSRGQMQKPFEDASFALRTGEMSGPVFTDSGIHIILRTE
TrxR1 substrate = is turned over as a substrate by rat TrxR1 | AID 588456 | O89049 | purified TrxR1 substrate turnover, NADPH consumption readout | actives 0.01% (n = 390,000) | Potency, µM (titrated, usually from 114 µM), for the others: at the top dose activity change, negative = substrate turnover; note: potency is the fitted concentration of half-maximal effect; % is set by controls: 0 for no effect and ±100 for the full control effect; nearly all actives have a fitted effect of over 50% in size
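Rat TrxR1, dispensed at 90 nM, was prereduced with 400 uM NADPH (final) for 5 min at ~22 deg C, then incubated with compound 15 min before 400 uM selenite. A first-read NADPH fluorescence drop versus no-compound background flagged substrates.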
D2 antag = antagonists of human D2 dopamine receptor | inhibition, % at 10 µM | actives 2% (n = 340,000) | HEK293 TREx D2 cells, calcium flux, dopamine EC80 | AID 485344; in the data active = inhibition above about 30%; note: 0% is about no effect
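Tetracycline-induced HEK293 T-REx cells expressing D2 force-coupled to calcium signalling were dye-loaded, exposed to compound for 180 s, then challenged with an EC80 of dopamine; calcium flux was followed kinetically for a further 180 s.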
TRHR agonist = activates the human TRH receptor; AID 493084; TRHR cells, calcium flux fluo-8, FDSS agonist mode; activation, % at 2 µM; P34981; actives 0.18% (n = 360,000); in the data active = activation above about 30%; note: 0% is about no effect
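Agonist-mode FDSS calcium read (Ex 480/Em 530, 1 s cycles) in 1536-well TRHR cells with fluo-8 dye, after 10-cycle baseline and 23 nL compound addition; TRH at EC20 (10 nM final) added afterwards for the enhancer phase.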
D2 ag = D2 dopamine receptor (human) agonism | actives 0.53% (n = 340,000) | activation, % at 2 µM | AID 485358 | HEK293 T-REx D2 cells, calcium flux agonist mode | P14416;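 active = activation over 3 SD above normal in the single-dose calcium agonist read, cut at about 30% in these data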; note: 0% is about no effect
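Calcium-flux readout, 1 cycle/sec over 180 s following compound pin transfer, in inducible HEK293 Trex D2 cells (force-coupled); dopamine controls included. Positive calcium responses during this window marked compounds as potential agonists.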
USP1 inh = inhibitors of human USP1/UAF1 deubiquitinase; O94782; recombinant USP1/UAF1, Ub-Rhodamine cleavage fluorescence; Potency, µM (highest dose often 57.1 µM), for inactives: top-dose activity change, negative = inhibition, hits mostly inhibitors; actives 0.23% (n = 390,000); AID 743255; note: potency is the fitted concentration of half-maximal effect; % is set by controls: 0 for no effect and ±100 for the full control effect; nearly all actives have a fitted effect of over 60% in size; inactives centre near -12
Target sequence (O94782 whole entry, looked up): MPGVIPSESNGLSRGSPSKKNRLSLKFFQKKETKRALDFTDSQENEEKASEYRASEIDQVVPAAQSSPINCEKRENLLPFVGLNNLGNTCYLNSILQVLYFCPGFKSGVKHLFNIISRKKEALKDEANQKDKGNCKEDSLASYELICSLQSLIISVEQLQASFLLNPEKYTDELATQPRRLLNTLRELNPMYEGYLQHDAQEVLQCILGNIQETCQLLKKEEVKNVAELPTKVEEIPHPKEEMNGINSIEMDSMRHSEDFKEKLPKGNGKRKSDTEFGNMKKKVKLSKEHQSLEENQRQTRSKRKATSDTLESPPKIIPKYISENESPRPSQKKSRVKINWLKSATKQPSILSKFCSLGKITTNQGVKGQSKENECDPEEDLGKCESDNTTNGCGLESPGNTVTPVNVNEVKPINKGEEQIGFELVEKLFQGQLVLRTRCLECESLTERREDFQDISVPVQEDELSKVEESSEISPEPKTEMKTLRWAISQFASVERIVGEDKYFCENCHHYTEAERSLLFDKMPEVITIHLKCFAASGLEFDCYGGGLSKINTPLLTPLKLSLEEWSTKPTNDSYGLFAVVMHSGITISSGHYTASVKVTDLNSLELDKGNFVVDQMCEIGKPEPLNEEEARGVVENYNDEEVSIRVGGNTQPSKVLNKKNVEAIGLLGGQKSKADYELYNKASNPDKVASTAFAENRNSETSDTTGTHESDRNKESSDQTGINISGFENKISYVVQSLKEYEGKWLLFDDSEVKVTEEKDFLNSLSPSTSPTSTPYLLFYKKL
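USP1/UAF1 complex (1 nM) preincubated 15 min at room temperature with compound, then Ub-Rho substrate (150 nM final) added. Kinetic fluorescence at 480/540 nm over 6 reads at 60 s intervals; 50 mM HEPES pH 7.8, 0.5 mM EDTA, 0.1 mg/ml BSA, 1 mM TCEP, 0.01% Tween-20.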
IDH1 R132H inh = blocks human mutant IDH1 R132H enzyme | O75874 | IDH1-R132H enzyme, NADPH consumption, diaphorase/resazurin fluorescence | Potency, µM (highest dose often 76.6 µM), for inactives: top-dose activity change, negative = inhibition, hits mostly inhibitors | actives 0.093% (n = 390,000); note: potency is the fitted concentration of half-maximal effect; % is set by controls: 0 for no effect and ±100 for the full control effect; nearly all actives have a fitted effect of over 65% in size
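IDH1-R132H (0.5 ug/mL) preincubated 30 min with compound, then NADPH (0.016 mM) and alpha-KG (2 mM) added; 80 min at RT, pH 7.5. Remaining NADPH coupled via diaphorase/resazurin to fluorescence (540/590 nm); concentration-response curves normalized to no-enzyme control.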
TRHR enhancer = allosterically enhances the human TRH receptor; P34981; TRHR cells, fluo-8 calcium fluorescence, EC20 TRH enhancement; enhancement, % at 2 µM; AID 493056; actives 0.66% (n = 360,000); in the data active = enhancement above about 30%; note: 0% is about no effect
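TRHR-expressing cells loaded with fluo-8 calcium dye were read kinetically (ex 480/em 530) during compound addition, then stimulated with an EC20 of TRH (10 nM final). Enhancement of the Gq-mediated intracellular calcium response was scored.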
Numbers without * were called inactive; ? = inconclusive; / = not tested or not shown; [ ] = remark or other dose. Unless noted, calls come from the whole dose curve; as a rule, active = well fitted inhibition curve with a large enough effect; inconclusive = small, poorly fitted or top-dose-only effect; inactive = no such curve, though single readings can be large or run the other way. An excerpt. The share of hits here may be higher or lower than overall.

molecule | rTrxR1 inhibitor | Pin1 inh | TrxR1 substrate | D2 antag | TRHR agonist | D2 ag | USP1 inh | IDH1 R132H inh | TRHR enhancer
Cc1ccc(-c2cc(-c3ccccc3Cl)c(C#N)c(N)n2)o1 | ? | ? | 249%[activator] | 7 | 0.7 | 0.5 | -10% | 8% | -2
COC(=O)c1ccccc1Sc1c(/C=N/OCc2ccc(Cl)cc2)c(C(F)(F)F)nn1C | 14%[57.1 µM] | 78%[activator] | 7%[57.1 µM] | -2 | -1.0 | -0.5 | -4% | 2% | 9
Clc1ccc(C2=Nn3c(nnc3-c3n[nH]c4c3CCC4)SC2)cc1Cl | -13% | -4% | -8% | 10 | 0.3 | -1.9 | -15% | ? | 35*
CCC(C)NC(=O)CSc1nc2ccc(N3CCOCC3)cc2c(=O)n1CCc1ccccc1 (configuration not stated) | / | / | / | 6 | -0.2 | 0.2 | / | / | -2
Cc1cc(/C=C(\C#N)C(=O)OCC(=O)NC(=O)NC(C)(C)C)c(C)n1CCC(C)C | 27%[57.1 µM] | 36%[activator] | 8%[57.1 µM] | 2 | 0.6 | -0.4 | -19% | 0% | -6
Nc1nnnn1CC(=O)N/N=C/C=C/c1ccccc1 | 15%[57.1 µM] | -1% | 4%[57.1 µM] | / | 0.5 | / | -8% | 0% | 2
COC(=O)[C@H](CCSC)NC(=O)NCCc1ccccc1F | 21% | -9% | 11% | -13 | 0.0 | 13 | -18% | 8% | -1
COc1ccc2nc(C(C)O)[nH]c2c1 (configuration not stated) | 3% | 9% | -8% | / | 0.5 | / | -1% | -7% | -2
O=C(NN=C1C2CC3CC(C2)CC1C3)c1cccc(S(=O)(=O)N2CCOCC2)c1 | -19% | -3% | -14% | 2 | -0.2 | 0.9 | -13% | 4% | -5
CCc1[nH]nc(C(=O)NC2CCCc3c2cnn3-c2cc(C)cc(C)c2)c1C (configuration not stated) | -15% | 0% | -7% | 22 | 0.4 | 0.0 | -9% | 2% | 7
c1ccc(N2CCOCCOCCOCCOCC2)cc1 | 26%[57.1 µM] | -10% | 2%[57.1 µM] | 5 | -0.2 | 1.3 | -17% | 9% | 8
COC(=O)c1[nH]c2ccccc2c1NC(=O)CCN1CCSCC1 | 15%[57.1 µM] | -4% | 14%[57.1 µM] | 10 | 0.2 | -0.5 | -13% | 14% | 3
CC(=N/O)/C(C)=N\NC(=O)c1ccccn1 | -11% | -11% | -6% | -10 | -0.1 | 0.2 | -17% | 6% | 60*
O=C(c1ccc(Cl)nc1)c1cccs1 | -6%[57.1 µM] | -11% | -3%[57.1 µM] | 0 | -0.5 | -0.8 | ? | 1% | 1
CCc1ccc(S(=O)(=O)c2nnn3c2nc(NC2CCCC2)c2sccc23)cc1 | 27% | ? | 18% | / | 0.6 | -0.5 | -18% | 15% | -2
Cc1c(C)c2ccc(OCC(=O)N3CC[C@@]4(O)CCCC[C@H]4C3)c(C)c2oc1=O | -11% | 0% | 78%[activator] | 21 | 0.1 | 0.0 | 8% | -20% | -7
CC(C)OCCCn1c(SCC(=O)c2ccccc2)nc2c(sc3ccccc32)c1=O | 18%[57.1 µM] | -6% | 6%[57.1 µM] | / | 0.3 | 0.7 | ? | 43%[activator] | 1
O=C(CSc1ccc(Cl)cc1)NCc1ccncc1 | 15%[57.1 µM] | 4% | 6% | -16 | -1.1 | -0.3 | -7% | 4% | -5
Cn1c(=O)c2c(ncn2CC(=O)N2CCc3ccccc3C2)n(C)c1=O | 13% | -1% | 7% | 16 | 0.0 | 0.9 | -2% | 4% | -4
Cc1ccc(NC(=O)COC(=O)/C=C/c2c(C)nn(-c3ccc(F)cc3)c2Cl)cc1F | 5% | 8% | -5% | / | 0.5 | / | -19% | 7% | -1
CCN1C(=O)[C@@H]2[C@H](C1=O)[C@@H]1C(=O)Nc3ccccc3C(=O)N1[C@@H]2c1ccccc1 | 18%[57.1 µM] | -12% | 10%[57.1 µM] | -4 | 0.2 | 0.2 | 5% | -3% | -2
Cc1ccc(CSc2ncnc3c2cnn3-c2ccccc2)cc1 | 12% | 3% | 6% | -7 | 1.5 | -0.2 | 0% | 2% | 1
CCOc1cc(C(=O)OCC(=O)c2c(C)[nH]c3ccccc23)ccc1OCC(=O)N1CCOCC1 | -10%[57.1 µM] | 2% | -5%[57.1 µM] | 2 | 0.9 | 0.5 | -14% | 0% | 4
CC(SCC(=O)NC12CC3CC(CC(C3)C1)C2)C(=O)O (configuration not stated) | 7% | 2% | -3% | -4 | 0.2 | 0.1 | 2% | -1% | 0
CN(C)S(=O)(=O)N1CCN(c2ccnc3cc(Cl)ccc23)CC1 | 14%[11.4 µM] | -9% | -10%[11.4 µM] | -14 | 0.4 | -1.2 | -18% | 10% | -3
CC(=O)c1ccccc1Oc1ncnc(N)c1[N+](=O)[O-] | -8% | -6% | -6% | -20 | -0.1 | 1.1 | 0% | -16% | 0
COc1ccc(CNC(=O)CSc2nc3c(oc4ccccc43)c(=O)n2CC2CCCO2)cc1 (configuration not stated) | -7% | 4% | -3% | 4 | -1.4 | -0.8 | -11% | 10% | -4
CC1=C(C(=O)Nc2ccccc2)C(c2cccs2)NC(=O)N1 (configuration not stated) | 24% | 0% | 0% | 9 | 0.1 | -0.2 | -23% | -2% | 1
CCn1c(C)nc2cc(C(=O)N/N=C/c3ccccc3C)ccc21 | 9%[57.1 µM] | 8% | 1%[57.1 µM] | -7 | 0.0 | 3.3 | -21% | 2% | -22
COc1ccc(S(=O)(=O)N2CCNCC2)cc1OC | -2% | -8% | 3% | -2 | -0.3 | -0.9 | -19% | 5% | -3
COC(=O)CCN(C(=O)c1ccc(Cl)c([N+](=O)[O-])c1)c1ccccn1 | 20% | -1% | 0% | 15 | 2.5 | 0.1 | -15% | 17% | 5
O=C(CNC(=O)c1ccccc1F)NCCN1C(=O)S/C(=C\c2ccc3c(c2)OCO3)C1=O | 10% | 2% | 0% | 12 | -0.7 | -0.7 | -19% | 0% | 1
COc1ccc(Cn2ccc3nc(C)c(C(=O)Nc4cccc(SC)c4)cc3c2=O)cc1 | 22%[57.1 µM] | 34%[activator] | 0%[57.1 µM] | / | 0.5 | 0.9 | -12% | -3% | 12
COc1ccc(OC)c(NC(=O)c2c(NCc3ccc(C)o3)sc3c2CCCCC3)c1 | 14µM* | 13% | 3%[57.1 µM] | / | 0.0 | / | 5% | -10% | -8
O=C1CC2(CCCC2)Oc2ccccc21 | 24% | ? | 29% | / | / | / | -3% | 3% | /
CC(OC(=O)CCCc1nc2ccccc2s1)C(=O)NC(N)=O (configuration not stated) | 5% | -2% | -2% | 2 | -0.4 | -1.6 | -2% | 24% | -4
O=C(CCc1nnc(COc2ccccc2)o1)NCCc1cccs1 | 18% | -8% | 10% | 10 | -0.3 | 0.4 | -20% | 8% | -2
O=C(COc1ccc(F)cc1F)Nc1cccnc1 | 7% | 1% | 0% | 3 | 0.1 | 0.6 | -26% | -3% | 2
Cc1cccc(NC(=O)CSc2nnnn2C2CCCC2)c1 | -20% | 2% | -11% | -7 | -1.6 | 0.2 | -11% | -4% | 9
COc1ccc(/C=C/C(=O)NNC(=O)c2ccncc2)c(OC)c1 | 0% | 0% | -4% | 8 | 0.1 | -0.1 | -2% | 13% | -4
O=C(c1ccc(Cl)nc1)N1CCC(Cc2ccccc2)CC1 | 14% | 3% | 6% | 4 | -1.3 | -2.5 | -10% | 9% | 2
Cc1ccccc1-n1c(C)n[nH]c1=S | 18% | 1% | 21% | 8 | 0.0 | 0.0 | -6% | 12% | 0
CC(=O)c1c(C)oc2ccc(N(C(=O)c3ccncc3)S(=O)(=O)c3ccc(C)cc3C)cc12 | -7% | 6% | 6% | / | 0.2 | 0.0 | -19% | 20% | -10
Cc1cccc(C(=O)N2CCC(N3CCN(Cc4ccc(F)cc4)C(=O)C3=O)CC2)c1 | -1%[57.1 µM] | 0% | -3%[57.1 µM] | / | -0.1 | -0.1 | -23% | -9% | 0
Cc1c(C)c(C)c(CN2CCCC2)c(C)c1C | 7% | 0% | 4% | 17 | 0.7 | 1.0 | -9% | -1% | 2
CC(=O)NN1C(=O)/C(=C2/Sc3ccc(Cl)cc3N2C)SC1=S | 18%[57.1 µM] | 31%[activator] | 11%[57.1 µM] | -7 | -0.2 | -0.1 | -18% | 2% | -2
CCOC(=O)c1c(NC(=O)Cn2nc(C(F)(F)F)cc2C)sc(C)c1C | 3%[57.1 µM] | 3% | -24%[57.1 µM] | 1 | -0.7 | -1.2 | -14% | 5% | 0
O=C(CNC(=O)c1cccc(Cl)c1)N/N=C/c1cccnc1 | 11% | -3% | 1% | -9 | 0.6 | 0.6 | -20% | -4% | 13
CCn1c(CNC(=O)c2ccco2)nnc1SCC(=O)c1ccc(F)cc1 | -3% | 3% | -2% | 9 | -0.1 | -0.6 | -2% | 0% | 8
COc1ccc(C(=O)c2oc3ccccc3c2NC(=O)c2cc(=O)c3ccc(C)cc3o2)cc1Cl | 18% | -2% | 5% | / | 0.9 | 0.7 | -25% | 14% | 13

One compound at a time, as listed above.
CC(=O)c1c(C)oc2ccc(N(C(=O)c3ccncc3)S(=O)(=O)c3ccc(C)cc3C)cc12 is listed with rTrxR1 inhibitor: -7%; Pin1 inh: 6%; TrxR1 substrate: 6%; D2 antag: /; TRHR agonist: 0.2; D2 ag: 0.0; USP1 inh: -19%; IDH1 R132H inh: 20%; TRHR enhancer: -10
Cc1cccc(NC(=O)CSc2nnnn2C2CCCC2)c1 is listed with rTrxR1 inhibitor: -20%; Pin1 inh: 2%; TrxR1 substrate: -11%; D2 antag: -7; TRHR agonist: -1.6; D2 ag: 0.2; USP1 inh: -11%; IDH1 R132H inh: -4%; TRHR enhancer: 9

Bioassay records (PubChem BioAssay)
